NFkB transloc inh – blocks IL-1B driven NFkB nuclear translocation in HUVEC cells | HUVEC IL-1B NFkB p65 nuclear translocation imaging | inhibition, % at 2 µM | 0.43% of 94,000 active | AID 796;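 active means inhibition above about 30% together with a positive call from visual inspection of the well image, limit read from the data; inconclusive means inhibition above a set limit but visual check negative; inactive means inhibition not above a set limit, visual check negative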;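 further: nuclear over cytoplasmic p65 intensity ratio measured by imaging; 0% = IL-1B stimulated DMSO wells and 100% = unstimulated DMSO wells; values of inactives mirror those of a sister screen read the other way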
NFkB transloc pot – enhances IL-1B driven NFkB nuclear translocation; HUVEC IL-1B NFkB p65 nuclear translocation imaging; activation, % at 2 µM; 0.3% of 94,000 active; AID 819;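 active means activation above 40%, about the mean plus 3 SD, also judged a hit on visual image review; inconclusive means activation above 40% but not a hit on visual review; inactive means activation not above 40% and no visual hit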;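 further: percent activation is computed from the nuclear over cytoplasmic p65 intensity ratio; values of inactives mirror those of a sister screen read the other way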
PLAP inhibition – PLAP enzyme inhibitors, biochemical, luminescence, HTS (AID 690). purified PLAP, luminescent substrate; higher % means a stronger effect. inhibition, % at 20 µM; hits with a dose series show IC50 in µM. 0.08% of 96,000 active; in the data active means a potency from the dose series; inactive means the rest, 99 in 100 with inhibition below about 30%; further: strong numbers were not always called active
Bcl-B displacement – displacers of TR3 peptide from Bcl-B, primary screen, selectivity assay for Bfl-1 inhibitor project, biochemical, fluorescence polarization | FP displacement of FITC-TR3 peptide from Bcl-B; higher % means a stronger effect | displacement, % at 20 µM; hits with a dose series show IC50 in µM | 0.11% of 96,000 active | AID 748;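 active means displacement above 50% at 20 µM plus a fluorescence interference ratio under 1.5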;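 further: plate controls were wells without compound for no effect and wells lacking Bcl-B protein for full effect; a part of the inactive calls stands beside numbers as strong as those of hits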
MRP reversal – MRP-mediated drug resistance reversal | differential viability (reversal), % at 10 µM | 0.04% of 85,000 active | H69AR cells + 2 uM doxorubicin, CellTiter-Glo, 72 h;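 active means viability drop by adding the cancer drug above about 55%, with treated viability meeting a 40% cutoff, limit read from the data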;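 further: viability without doxorubicin minus viability with 2 µM doxorubicin for each compound; larger differential means the compound sensitizes cells more to doxorubicin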
MRP reversal cytotoxicity – also measured in MRP reversal; calls as there; viability, %; H69AR cells, CellTiter-Glo, 72 h; measured here: cytotoxicity without doxorubicin
MRP reversal with doxorubicin – recorded beside MRP reversal, whose call it bears; viability, %; measured here: viability with 2 uM doxorubicin; stronger effect = lower value
NFkB transloc inh cell count 2 µM – recorded beside NFkB transloc inh, whose call it bears; cell count; measured here: cells passing quality filter;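 raw number of nuclei counted in each imaged well without normalization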
NFkB transloc pot cell count 2 µM – further read-out of NFkB transloc pot, marked with its call; cell count; measured here: cells passing quality filter
* = called active by the depositor; ? = inconclusive; · = no result given. An excerpt. The share of hits here may be higher or lower than overall.

SMILES	NFkB transloc inh	NFkB transloc inh cell count 2 µM	NFkB transloc pot	NFkB transloc pot cell count 2 µM	PLAP inhibition	Bcl-B displacement	MRP reversal	MRP reversal cytotoxicity	MRP reversal with doxorubicin
O=S(=O)(NCCSCc1ccc(Cl)c(Cl)c1)c1ccc2c(c1)OCCO2	3	113	-3	113	·	·	·	·	·
CC1CCC(NC(=O)c2cnccn2)CC1 (configuration not stated)	-15	70	15	70	24%	-10%	-3	90	93
COc1ccc(N2CCN(S(=O)(=O)c3ccc(Cl)c(C(F)(F)F)c3)CC2)cc1	1	103	-1	103	10%	4%	3	101	98
CCn1nnc(NC(=O)C(C)Oc2ccc(Cl)cc2Cl)n1 (configuration not stated)	-8	164	8	164	10%	-15%	14	95	81
CCc1c(C)c2c(C)nn(-c3ccccc3)c2[nH]c1=O	-11	162	11	162	-11%	-6%	14	88	74
c1ccc2c(NC3=NCCCCS3)cccc2c1	2	142	-2	142	·	·	4	86	82
Brc1ccc(-c2ncc(-c3ccccc3)cn2)cc1	-6	216	6	216	3%	-3%	7	96	89
CC(C)CCn1cnc2c(c1=O)c1nc3ccccc3nc1n2Cc1ccc2c(c1)OCO2	-3	189	3	189	16%	4%	-15	30	45
O=c1c2ccccc2nc(N2CCN(c3ccccc3)CC2)n1Cc1ccccc1	-9	141	9	141	-31%	-2%	0	73	73
Cc1c(S(=O)(=O)N2CCN(C(=O)c3ccco3)CC2)c(=O)n(C)c(=O)n1C	1	63	-1	63	-6%	-3%	11	101	89
O=c1c(/C=N/O)c(Nc2ccccc2)nc2ccccn12	2	140	-1	140	18%	-4%	-5	61	66
CCOC(=O)Cc1csc(NC(=O)c2ccc(OC)c(OC)c2)n1	5	127	-5	127	6%	3%	15	94	79
CNC(=O)c1cc2cc(Cl)cc(OC)c2oc1=O	-3	138	3	138	·	·	14	102	88
N#Cc1c2c(c(=S)n(-c3ccccc3)c1N)CCCC2	7	106	-7	106	-27%	35%	18	95	77
O=C(c1coc2ccc(O)c(CN3CCOCC3)c12)C1CC1	5	104	-5	104	-1%	-6%	-1	98	99
CCNc1nc(NC(C)C)nc(NS(=O)(=O)c2ccc(N)cc2)n1	-16	177	16	177	-12%	-2%	10	90	80
O=C(COC(=O)C1CC(=O)N(C2CCCCC2)C1)c1ccc(F)cc1 (configuration not stated)	·	·	·	·	2%	-1%	4	98	94
O=C(CCN(CCO)Cc1ccccc1)Nc1ccc(Br)cc1	4	77	-4	77	-18%	14%	13	87	74
O=C(NCc1ccc(F)cc1)c1cnc2n(c1=O)CCS2	-2	145	2	145	19%	-2%	11	95	83
O=C(NCCCN1CCOCC1)c1cc2cc(Cl)cc(Cl)c2oc1=O	-6	112	6	112	·	·	-4	94	98
COc1cc(C)ccc1OCCOc1ccccc1Cl	-9	116	9	116	9%	6%	·	·	·
Cc1noc(C)c1CSc1nc2sc3c(c2c(=O)n1C)CCCC3	-3	169	3	169	-32%	-10%	0	73	74
O=C(/C=C/c1ccccc1)N/C(=C/c1ccccc1)C(=O)Nc1ccccc1O	5	108	-5	108	-20%	2%	·	·	·
CCOc1cc(S(=O)(=O)NCCN2CCOCC2)c(C)cc1C	-3	143	3	143	-61%	-4%	5	94	89
CC(=O)NCC(=O)N(C)C(C(=O)Nc1ccc(C(C)C)cc1)c1ccccc1 (configuration not stated)	3	134	-3	134	-43%	2%	-4	88	93
CCc1nnc(NC(=O)C(C)N2C(=O)C3C4C=CC(C4)C3C2=O)s1 (configuration not stated)	6	133	-6	133	0%	-4%	15	112	97
Cc1onc(-c2ccccc2)c1C(=O)Nc1sc2c(c1C(N)=O)CCC2	-68	124	?	·	-8%	-39%	-32	34	66
O=C(CSc1nc2ccccc2c(=O)n1Cc1ccc(C(=O)NC2CC2)cc1)NCc1ccco1	·	·	·	·	-4%	-9%	-14	67	80
COc1ccccc1N1CCN(Cc2nc(N)nc(Nc3ccc(C)cc3)n2)CC1	-8	92	8	92	-15%	-9%	-2	3	5
COc1ccc(C(=O)O)cc1Nc1cc(C)nc2ncnn12	-14	57	14	57	16%	0%	-1	98	99
CCOC(=O)c1sc(=S)n(C)c1N	0	185	0	185	-3%	-10%	-1	94	94
Cc1cc(C)cc(-n2nnc(C(=O)NCc3ccco3)c2N)c1	12	143	-12	143	·	·	-10	76	86
O=[N+]([O-])c1ccc2c(c1)C(N1CCOCC1)/C(=C/COc1ccc(Cl)cc1Cl)O2 (configuration not stated)	-35	164	35	164	-28%	0%	·	·	·
COc1cc(Cl)c(S(=O)(=O)N2CC(C)OC(C)C2)cc1Cl (configuration not stated)	-10	140	10	140	-57%	2%	-12	60	73
CCOC(=O)C1CCCN(C(=O)c2cc(Nc3ccc(OC)cc3)nc3ccccc23)C1 (configuration not stated)	2	175	-2	175	-51%	-6%	4	77	72
COc1ccc(C(CC(=O)O)NC(=O)COc2ccccc2)cc1OC (configuration not stated)	-27	195	27	195	0%	-2%	-5	96	101
CCCCC1(CC)C(=O)NC(=O)NC1=Nc1ccc(OC)cc1 (configuration not stated)	6	107	-6	107	-9%	7%	-8	84	92
CC1CCC2C(C1)c1sc(=O)[nH]c1SC2(C)C (configuration not stated)	-15	117	15	117	-24%	-5%	21	101	80
CN1C(=O)CC(N2CCN(c3ccccn3)CC2)C1=O (configuration not stated)	-3	177	3	177	4%	1%	-6	97	103
COC(=O)C(NNc1ccccc1C)(NC(=O)c1ccc(F)cc1)C(F)(F)F (configuration not stated)	-5	165	5	165	6%	-10%	·	·	·
CCOC(=O)C1=C(C)NC2=C(C(=O)C(C(=O)OCC)C(c3ccco3)C2)C1c1ccccn1 (configuration not stated)	12	94	-12	94	-57%	-6%	44	81	36
CC(=O)Nc1cccc(Oc2cnc3ccccc3n2)c1	-15	153	15	153	4%	-3%	·	·	·
Cc1cccc(C(=O)NNC(=O)c2cc3cc4ccccc4nc3s2)c1	-5	130	5	130	-74%	2%	·	·	·
COc1ccccc1OCC(=O)NNC(=O)c1cnccn1	7	113	-7	113	-84%	-8%	·	·	·
COc1ccc(Cl)cc1NC(=O)Cn1c(=O)n2nc(C)nc2c2ccccc21	·	·	·	·	-58%	20%	1	1	0
Cc1ccc(S(=O)(=O)N2CCSC2)cc1C	7	142	-7	142	16%	-3%	0	83	83
c1ccc(Nc2nnc(SCc3cccc4ccccc34)s2)cc1	-3	178	3	178	17%	4%	5	100	95
Cc1cc(NC(=O)CSc2c3c(nc4ccccc24)CCC3)no1	8	152	-8	152	0%	6%	-14	42	55
Cc1sc2ncnc(OCC(=O)Nc3ccc4c(c3)OCCO4)c2c1C	6	168	-6	168	-3%	-22%	·	·	·
CCOc1ccccc1N1Cc2cc(C)c(C)cc2C1	11	73	-11	73	-8%	14%	·	·	·
Cc1ccc(NC(=O)CN(C)CC(=O)Nc2c(C)cccc2C)c(Br)c1	0	126	-1	126	-30%	-3%	30	115	85
CCC(C)N1CC(C(=O)NC2CCCCC2)CC1=O (configuration not stated)	3	143	-3	143	0%	-1%	-17	74	91
Cc1ccc(S(=O)(=O)N2Cc3ccccc3CC2C(=O)Nc2cc(C)on2)cc1 (configuration not stated)	11	141	-11	141	-20%	-5%	-7	93	99

Quoted from the listing, 6 compounds:
SMILES	NFkB transloc inh	NFkB transloc inh cell count 2 µM	NFkB transloc pot	NFkB transloc pot cell count 2 µM	PLAP inhibition	Bcl-B displacement	MRP reversal	MRP reversal cytotoxicity	MRP reversal with doxorubicin
N#Cc1c2c(c(=S)n(-c3ccccc3)c1N)CCCC2	7	106	-7	106	-27%	35%	18	95	77
O=C(c1coc2ccc(O)c(CN3CCOCC3)c12)C1CC1	5	104	-5	104	-1%	-6%	-1	98	99
CCNc1nc(NC(C)C)nc(NS(=O)(=O)c2ccc(N)cc2)n1	-16	177	16	177	-12%	-2%	10	90	80
O=C(COC(=O)C1CC(=O)N(C2CCCCC2)C1)c1ccc(F)cc1 (configuration not stated)	·	·	·	·	2%	-1%	4	98	94
O=C(CCN(CCO)Cc1ccccc1)Nc1ccc(Br)cc1	4	77	-4	77	-18%	14%	13	87	74
O=C(NCc1ccc(F)cc1)c1cnc2n(c1=O)CCS2	-2	145	2	145	19%	-2%	11	95	83
